EBNA-1 inh = EBNA-1 DNA-binding inhibitors, primary screen, biochemical, fluorescence polarization. inhibition, % at 14.8 µM. hit rate 0.34% among 300,000. AID 1950, 2009; in the data active means inhibition above about 28%
Efflux pump mplx = inhibitors of Candida efflux pumps in yeast, primary screen, S. cerevisiae, Nile Red, multiplex. S. cerevisiae Candida pump triplex. inhibition, % at 10 µM. hit rate 0.44% among 330,000. AID 485275, 2010;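 active means plate passing quality check with inhibition over a set limit, or well fluorescence over plate mean plus 4 SD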;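 further: Nile Red retained in pooled yeast measured as flow cytometry median fluorescence; 0% = buffer negative control and 100% = Enniatin B positive control; higher means more Nile Red kept so more efflux inhibition; some compounds called inactive have numbers as strong as hits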
core dimer inh = inhibitors of HCV core protein dimerization, primary screen, biochemical, TR-FRET, high-throughput; hit rate 0.33% among 300,000; TR-FRET GST/Flag-core106 dimerization, 1536-well; inhibition, % at 5 µM; AID 1899, 2009;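 active means inhibition above the mean of all tested compounds plus 3 SD, set per screening campaign, cut at about 45% in these data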
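Test system: GST/Flag-tagged HCV core106 proteins; Medium: KF-containing HEPES buffer, pH 7.45, DTT, CHAPS, BSA; Times: compound-protein-antibody incubation 4 h at 22.5 °C; Detection: TR-FRET 671 and 617 nm emission; Benchmarks: wells lacking GST-core106 and wells with excess unlabelled core106.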
PP5 inh = PP5 phosphatase inhibitors, primary screen, biochemical, fluorescence | Serine/threonine-protein phosphatase 5 (Homo sapiens), P53041 | purified PP5c, OMFP substrate fluorescence | inhibition, % at 6.7 µM | hit rate 0.18% among 320,000;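 active means inhibition above the campaign's mean inhibition across all tested compounds plus 3 SD, cut at about 9.5% in these data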;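 further: 0% = DMSO only and 100% = 100 µM cantharidin control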
PREPL inh = PREPL enzyme inhibitors, primary screen, biochemical, fluorescence polarization. Prolyl endopeptidase-like (Homo sapiens), Q4J6C6. recombinant PREPL, fluorescence polarization activity-based probe. inhibition, % at 5.96 µM. hit rate 0.68% among 320,000. AID 2751, 2010; in the data active means inhibition above about 43%;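 further: 0% = enzyme with DMSO and 100% = wells lacking enzyme; many of its hits are not listed in these tables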
PP1 inh = PP1-alpha phosphatase inhibitors, primary screen, counter-screen for PP5 inhibitor project, biochemical, fluorescence, OMFP substrate, single point; inhibition, % at 6.7 µM; hit rate 0.9% among 320,000; purified PP1alpha; Serine/threonine-protein phosphatase PP1-alpha catalytic subunit (Homo sapiens), P62136;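 active means inhibition above the mean inhibition of all tested compounds plus 3 SD, computed separately for each screening campaign, cut at about 15% in these data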
Target sequence (P62136 whole entry, looked up): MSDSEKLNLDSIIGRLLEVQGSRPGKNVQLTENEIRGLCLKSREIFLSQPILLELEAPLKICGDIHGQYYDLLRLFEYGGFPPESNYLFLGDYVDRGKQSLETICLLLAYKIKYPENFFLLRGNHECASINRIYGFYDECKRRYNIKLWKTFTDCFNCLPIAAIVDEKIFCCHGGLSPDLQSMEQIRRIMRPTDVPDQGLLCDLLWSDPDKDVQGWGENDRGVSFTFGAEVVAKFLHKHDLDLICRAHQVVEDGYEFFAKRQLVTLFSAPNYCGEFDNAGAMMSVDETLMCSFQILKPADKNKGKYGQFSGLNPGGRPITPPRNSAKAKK
TPT1 inh = Candida albicans TPT1 enzyme inhibitors, primary screen, biochemical, fluorescence polarization; tRNA 2'-phosphotransferase TPT1 (Candida albicans SC5314); recombinant caTPT1, FP RNA substrate dephosphorylation; inhibition, % at 5 µM; hit rate 0.81% among 300,000; AID 1962, 2009;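 active means inhibition above the mean of all tested compounds plus 3 SD, set per screening campaign, cut at about 24% in these data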;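 further: plate controls were DMSO alone for no effect and ferristatin control at 100 nM for full effect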
ZTA counter = counter-screen for EBNA-1 inhibitors: inhibitors of Epstein-Barr virus ZTA; ZTA-DNA binding, fluorescence polarization; inhibition, % at 11 µM; hit rate 0.15% among 320,000; AID 2234; in the data active means inhibition above about 33%
Target sequence (P03206 whole entry, looked up): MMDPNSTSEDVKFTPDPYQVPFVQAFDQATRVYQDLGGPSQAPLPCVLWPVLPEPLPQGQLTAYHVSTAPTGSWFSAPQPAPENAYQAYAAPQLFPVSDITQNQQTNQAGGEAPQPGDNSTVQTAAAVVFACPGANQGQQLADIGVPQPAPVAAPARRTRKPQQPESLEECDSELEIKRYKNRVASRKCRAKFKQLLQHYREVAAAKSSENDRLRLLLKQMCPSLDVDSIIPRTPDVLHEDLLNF
CTSL1 counter = Fasciola hepatica cathepsin L1 inhibitors, primary screen, counter-screen for PFM18AAP inhibitor project, biochemical, QFRET, fluorogenic peptide substrate | inhibition, % at 5.96 µM | recombinant F. hepatica cathepsin L1, Z-Leu-Arg-MCA fluorescence | hit rate 0.49% among 300,000;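 active means inhibition above the mean of all tested compounds plus 3 SD, set per screening campaign, cut at about 17% in these data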;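 further: 0% = plate median of test compound wells and 100% = 1 µM Z-Phe-Ala-diazomethylketone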
* = called active by the depositor; . = not tested or not shown.

SMILES,EBNA-1 inh,Efflux pump mplx,core dimer inh,PP5 inh,PREPL inh,PP1 inh,TPT1 inh,ZTA counter,CTSL1 counter
Cc1cccc(OCC(=O)N/N=C\c2cn(C)c3ccccc23)c1,-1,0.1,-5,-4.1,11,7,-4,-2,9
COc1ccc(OC)c(/C=N\NC(=O)c2cc3c(ccc4ccccc43)o2)c1,14,0.2,23,2.6,6,-1,-1,3,3
O=C1CS/C(=N\N=C\c2ccco2)N1c1ccccc1,-4,-0.2,30,-0.8,3,-1,3,6,3
COc1ccc(CCC(=O)Nc2nc3c(s2)CN(C)CC3)cc1OC,2,0.0,-5,-1.3,6,1,2,-4,0
O=C(NCCCn1ccnc1)c1ccc(NS(=O)(=O)c2ccc(Cl)c(Cl)c2)cc1,-1,-0.1,-3,-0.7,-6,3,-4,-3,-1
Cc1cc2nnc(SCC(=O)NCc3ccco3)n2c2ccccc12,4,0.0,2,1.5,-8,2,-2,7,-1
CC(=O)Oc1ccccc1C(=O)Oc1ccc(/C=N/n2cnnc2)cc1,4,0.0,4,-0.5,12,0,-3,12,-10
CC(=O)c1ccccc1OCC(O)CN1CCN(CCN2C(=O)c3cccc4cccc(c34)C2=O)CC1 (stereo not drawn),3,0.0,4,2.6,5,6,-4,3,7
CC(C)(C)c1ccc(-c2nc(C#N)c(NCCCn3ccnc3)o2)cc1,-1,0.1,5,2.3,27,3,-3,6,5
Cn1nccc1C(=O)N1CCN(S(=O)(=O)c2ccc(Br)s2)CC1,2,-0.3,9,-0.1,5,-1,-5,19,-1
COCC(C)NCc1ccccc1C (stereo not drawn),0,0.0,1,0.5,20,0,-2,7,0
COc1ccc(-c2cc(C(=O)Nc3cccc(Cl)c3)no2)cc1,0,-0.1,-7,2.7,13,4,-2,-3,1
COc1cc(OC)cc(C(=O)NNC(=O)Cc2ccc(OC)c(S(=O)(=O)N3CCOCC3)c2)c1,-4,3.2,-4,0.7,10,2,0,5,-4
COc1ccc(-c2noc(C3CCCN(C(=O)c4ccccc4OC)C3)n2)cc1OC (stereo not drawn),-4,0.5,-3,4.2,8,-5,2,4,-5
CC(C)(C)c1ccc(C(=O)NCCOc2ccccc2)cc1,-5,0.0,4,1.1,-42,1,1,-11,2
Cc1cc(O)c(/C=N/Nc2cccc(Cl)c2)c(=O)o1,2,-0.3,-37,1.1,-5,-2,-4,10,1
COc1ccccc1N1CCN(S(=O)(=O)CCNC(=O)c2ccc(Br)o2)CC1,6,-0.1,-4,1.5,10,0,-2,-10,-1
CCOc1cc(/C=N/NC(=O)CSc2cccc3cccnc23)ccc1O,10,-0.3,0,-0.7,8,-2,-2,4,-1
O=C(Nc1sc2c(c1C(=O)O)CCC2)C(=O)N1CCOCC1,4,0.0,25,1.1,6,-1,-1,-5,-5
COc1ccc(OC)c(CCNC(=O)CS(=O)(=O)Cc2nc(-c3ccccc3C)oc2C)c1,11,-0.1,-4,1.8,7,-2,3,-8,1
C=CCNC(=O)c1onc(CSc2cccc3ccccc23)c1C(=O)O,1,.,-6,-0.5,10,5,-5,2,-3
O=C(CSc1nnc(NC(=O)c2ccco2)s1)Nc1ccc2c(c1)OCCO2,12,-0.1,-5,-0.8,20,-1,-3,0,1
O=[N+]([O-])c1ccc(S(=O)(=O)N2CCN(c3ccc(N4CCOCC4)nn3)CC2)cc1,4,0.0,1,-0.1,8,-5,0,4,1
O=C(NCCCN1CCOCC1)c1cn(-c2ccccc2)nc1-c1cccs1,-2,0.0,-2,3.1,-10,-3,-2,3,-2
CCSC(=Nc1ccccc1)C1=C(O)COC1=O,-2,-0.1,-7,-0.9,-1,-4,3,-7,7
CCOC(=O)c1ccc(CSc2nncn2N)o1,3,0.1,-6,1.2,13,-1,-10,-20,2
Cc1noc(NS(=O)(=O)c2ccc(NC(=O)CC(C)C)cc2)c1C,-9,0.1,-10,1.3,0,-1,0,2,2
O=C(CCNS(=O)(=O)c1cccc2nonc12)NCCc1ccc(Cl)cc1,1,0.5,-6,4.5,12,2,3,5,-5
COC/C=C/C1=CC2=CC(=O)C(C)(OC(=O)c3cnc4ccccc4n3)C(=O)C2=CO1 (stereo not drawn),2,0.0,10,-2.5,8,-3,-24,40*,10
COc1ccccc1NC(=S)N(Cc1ccco1)Cc1cc2ccc(C)c(C)c2[nH]c1=O,-3,1.0,11,4.6,2,5,-3,-2,0
COCCNC(=S)N(c1ccccc1)C(C)C,1,-0.1,-4,0.6,11,0,-1,-3,1
O=C(Cn1c(SCC(=O)N2CCc3ccccc3C2)nc2ccccc21)NC1CCCC1,-11,-0.1,-7,1.5,-9,1,-2,-1,8
CN1C2=NCCN2C(=O)c2ccccc21,2,-0.1,-1,1.2,1,-7,2,5,-4
O=C(CN(C(=O)c1csnn1)c1ccccc1Cl)NCCc1ccccc1,-2,0.0,-1,0.5,-7,1,-5,8,1
Cc1ccnc(NC(=O)c2sc3ccccc3c2Cl)c1,-2,0.2,-254,2.2,6,3,1,-1,0
CCC(C)NC(=O)C1CCN(C(=O)COc2ccc3c4c(c(=O)oc3c2C)CCCC4)CC1 (stereo not drawn),-17,0.2,-6,1.3,6,5,0,8,1
CCc1nnc(NC(=O)CCC(=O)N2CCN(C3c4ccccc4-c4ccccc43)CC2)s1,-4,-0.2,10,2.5,-36,-2,-4,7,-1
O=C(CCc1ccccc1)Nc1nncs1,-4,0.0,0,1.6,-4,-4,-3,5,0
CCOc1ccc(CN2CCN(Cc3cccc4nonc34)CC2CCO)cc1 (stereo not drawn),3,0.0,3,2.9,-3,0,-1,4,1
COc1ccc([C@H]2CC(=O)C=C(c3ccccc3OC)C2)cc1OC,.,0.0,.,0.2,5,1,.,7,.
CCC(=O)Nc1nc2ccc(S(C)(=O)=O)cc2s1,-6,0.1,-5,-2.3,-1,-1,-1,-14,-5
CCOC(=O)c1nc(NCc2cccc(OC)c2)c2ccccc2n1,5,-0.1,-11,1.4,-17,0,-2,-22,-5
CC1=C(C(=O)Nc2ccccn2)C(c2ccc(Br)cc2)NC(=S)N1 (stereo not drawn),3,-0.3,-2,1.6,-2,-1,-3,-15,-1
COC(=O)C1CCN(C(c2ccc(OC)c(OC)c2)c2sc3nc(C)nn3c2O)CC1 (stereo not drawn),-1,-0.1,9,0.4,13,0,-2,8,1
COc1cccc(OCCOCCNCCO)c1,4,0.1,-5,-2.1,5,-1,0,26,4
Cc1c(C(=O)Nc2ccccn2)oc2ccc(Br)cc12,-4,-0.1,19,0.0,-2,-2,1,0,6
CC(=O)Nc1ccc(-c2nnc(SCC(=O)Nc3ccc4c(c3)oc3ccccc34)n2C)cc1,-21,0.2,17,-4.6,-17,-4,7,-2,-6
O=c1c2ccccc2ncn1CCCSc1ccc(Cl)cc1,-9,0.0,1,-0.9,-14,3,-2,1,0
Cn1c(=O)n(CCCOc2ccc(Cl)cc2)c2ccccc21,6,0.2,0,1.4,-14,2,-3,-5,-1
CCc1ccc(-c2ccc3nnc(SC)n3n2)cc1,-2,0.1,3,0.0,-21,-1,1,8,-1
CCc1ccc(/C=C2\C(=N)N3N=C(CC(=O)N4CCCCC4)SC3=NC2=O)cc1,16,0.1,-5,-0.1,28,-1,-1,-2,-3
COc1ccc(C2(C)NC(=O)N(CC(=O)Nc3ccc4c(c3)CCC4)C2=O)cc1OC (stereo not drawn),.,-0.3,.,-0.2,-44,-2,.,5,.
CC(=O)NNC(=O)CCn1nnc(-c2ccc(Cl)cc2)n1,-6,0.0,-2,1.0,6,1,-3,3,-4
CCC(Sc1nc2ccncc2[nH]1)C(=O)Nc1cc(Cl)ccc1C (stereo not drawn),-5,0.3,-14,-0.7,-6,3,2,2,-4
COc1ccccc1NC(=S)N1CCN(C(c2ccccc2)c2ccccc2)CC1,6,0.1,10,-0.2,6,-2,-1,10,7
CCN(CC(=O)Nc1c(F)cccc1F)C(=O)c1n[nH]c2ccccc12,1,-0.1,-3,-3.9,7,1,-2,6,0
N#CCCN1CCNCC1,0,0.0,-1,0.2,9,1,-4,-33,7
Cc1ccc(CCNC(=O)Cn2cccc2)cc1,-6,-0.4,-7,0.8,10,-1,-2,-4,-1
CCOC(CCNC(=O)c1cn(C)c(=O)c2c1c1ccccc1n2C)OCC,4,0.0,8,2.4,4,-2,0,5,-2

The list is partial, so the mix of outcomes need not match the whole.
